p-CIP stab down – p/CIP-EGFP fusion destabilizers, primary screen, fluorescence, F442A cells; 290,000 compounds, 0.01% hits; Q05BA5; decrease of EGFP signal, % at 10 µM; 16 h; AID 1984, 2009;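 active means EGFP signal decrease of at least 30% at 10 µM or well 3 SD below plate mean, unless failing retest; inactive means the rest, including hits failing retest or dose response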; further: some compounds called inactive have numbers as strong as hits; many of its hits are not listed in these tables
PHOSPHO1 block – PubChem AID 1565; Phosphoethanolamine/phosphocholine phosphatase (Homo sapiens), Q8TCT1; recombinant PHOSPHO1, absorbance phosphatase assay; inhibition, % at 13.3 µM; 290,000 compounds, 1.1% hits; in the data active means inhibition above about 60%
Target sequence (Q8TCT1 whole entry, looked up): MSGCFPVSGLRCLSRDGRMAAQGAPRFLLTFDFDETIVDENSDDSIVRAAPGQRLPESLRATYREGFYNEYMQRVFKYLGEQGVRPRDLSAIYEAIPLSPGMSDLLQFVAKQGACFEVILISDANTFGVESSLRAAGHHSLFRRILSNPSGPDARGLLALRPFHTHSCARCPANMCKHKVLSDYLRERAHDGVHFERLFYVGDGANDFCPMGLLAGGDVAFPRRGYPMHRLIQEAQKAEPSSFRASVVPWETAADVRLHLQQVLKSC
MEKK3 PB1 HTS – modulators of MEKK3-MEK5 PB1 binding, primary screen, biochemical, wildtype MEKK3, multiplex bead flow cytometry, Alexa488-MEK5. Mitogen-activated protein kinase kinase kinase 3 (Homo sapiens), Q99759. 290,000 compounds, 1.4% hits. bead-based flow cytometry, Alexa488-MEK5 binding to MEKK3; actives lie on both sides; 0 = blocked by unlabeled MEK5, 100 = vehicle. binding response (% of control), % at 10 µM;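 active means binding response more than 3 SD above or below the average of its plate-row segment, actives on both sides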;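 further: Alexa488 bead fluorescence after subtracting the streptavidin-only scavenger bead signal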
Target sequence (Q99759 whole entry, looked up): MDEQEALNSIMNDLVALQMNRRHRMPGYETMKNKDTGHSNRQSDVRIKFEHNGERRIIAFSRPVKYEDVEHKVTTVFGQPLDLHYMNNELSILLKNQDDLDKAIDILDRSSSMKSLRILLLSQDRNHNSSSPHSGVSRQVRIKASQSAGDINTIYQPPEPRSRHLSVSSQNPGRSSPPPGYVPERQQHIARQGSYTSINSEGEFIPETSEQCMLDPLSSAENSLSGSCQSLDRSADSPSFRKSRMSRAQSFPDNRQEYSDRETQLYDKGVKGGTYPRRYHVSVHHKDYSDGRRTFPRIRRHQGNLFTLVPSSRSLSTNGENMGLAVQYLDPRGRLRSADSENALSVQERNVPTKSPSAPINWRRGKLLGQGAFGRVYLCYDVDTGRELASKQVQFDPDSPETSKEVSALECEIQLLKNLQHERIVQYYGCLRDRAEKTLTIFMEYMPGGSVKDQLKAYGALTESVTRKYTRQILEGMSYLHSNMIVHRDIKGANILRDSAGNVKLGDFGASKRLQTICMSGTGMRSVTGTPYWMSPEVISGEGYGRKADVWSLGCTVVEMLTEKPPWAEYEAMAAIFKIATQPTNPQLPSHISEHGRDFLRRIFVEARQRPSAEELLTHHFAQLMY
IDE act – human IDE activators in live cells, primary screen, fluorescence polarization, HEK cells, FAbeta-B substrate; Insulin-degrading enzyme (Homo sapiens), P14735; FAbeta-B cleavage; 0% vehicle, 100% cell-free pure enzyme wells; activation, % at 5.96 µM; 340,000 compounds, 0.073% hits;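 active means activation above the mean of all tested compounds plus 3 SD, set per screening campaign, cut at about 17% in these data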
VIM-2 inhibitor – VIM-2 metallo-beta-lactamase inhibitors, primary screen, biochemical, epi-absorbance readout, Pseudomonas aeruginosa enzyme | purified VIM-2, nitrocefin hydrolysis, epi-absorbance fluorescence | inhibition, % at 5.6 µM | 290,000 compounds, 0.89% hits;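 active means inhibition above the mean of all tested compounds plus 3 SD, cutoff set per screening run, cut at about 7.5% in these data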;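 further: red hydrolysis product quenches plate fluorescence so inhibitors raise well fluorescence; 0% = enzyme with DMSO and 100% = DMSO without enzyme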
FID counter – compounds displacing fluorescent DNA intercalator, primary screen, artefact control for HCV NS3 helicase inhibitor project, biochemical, FID fluorescence; inhibition, % at 7.9 µM; 290,000 compounds, 0.17% hits; DNA fluorescent intercalator displacement; AID 1845, 2009; in the data active means inhibition above about 37%;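 further: 0% = vehicle and 100% = reference compound; higher means more ethidium bromide displaced from hairpin DNA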
IMP-1 inh – IMP-1 metallo-beta-lactamase inhibitors, primary screen, biochemical, epi-absorbance readout, Pseudomonas aeruginosa enzyme; metallo-beta-lactamase IMP-1 (Pseudomonas aeruginosa); purified IMP-1, nitrocefin hydrolysis, epi-absorbance fluorescence; inhibition, % at 5.6 µM; 290,000 compounds, 0.45% hits; AID 1556, 2009;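 active means inhibition above the mean plus 3 SD of all compounds in the same screening run, cut at about 4.5% in these data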;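 further: 0% = IMP-1 with DMSO and 100% = DMSO wells lacking enzyme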
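Assay system: purified recombinant IMP-1 beta-lactamase. Input: IMP-1 0.2 nM before substrate addition. Buffer or medium: Zinc- and detergent-supplemented HEPES buffer, pH 7.1. Schedule: 25 °C, 15 min preincubation, 25 min reaction. Signal: Epi-absorbance fluorescence, 480 nm excitation, 530 nm emission. Evaluation: percent inhibition from optical density relative to buffer-blank wells.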
HCV NS3 hel inh – inhibitors of HCV NS3 helicase, primary screen, biochemical, Cy5 molecular beacon fluorescence | Hepatitis C virus NS3 helicase | AID 1800, 2009 | 290,000 compounds, 0.56% hits | NS3 helicase DNA unwinding | inhibition, % at 10.9 µM;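 active means inhibition above the mean of all tested compounds plus 3 SD, set per campaign, cut at about 35% in these data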;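 further: 0% = DMSO wells and 100% = thioflavine S control wells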
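Test system: hepatitis C virus NS3 helicase domain fragment enzyme. Also added: annealed dual-labelled DNA beacon duplex, ATP-started. Timing: 60 min unwinding reaction at 25 °C after ATP addition. Technique: Cy5 fluorescence. Measure: % inhibition of unwinding.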
UBC9 SUMO inh – inhibitors of in vitro SUMOylation cascade, primary screen, biochemical, HTRF, uHTS. HTRF SUMOylation assay, SAE1/SAE2 + UBC9. inhibition, % at 35 µM. 290,000 compounds, 0.36% hits. SUMO-conjugating enzyme UBC9 (Homo sapiens), P63279; in the data active means inhibition above about 50%, passing the limit was not always enough; further: strong numbers were not always called active
Target sequence (P63279 whole entry, looked up): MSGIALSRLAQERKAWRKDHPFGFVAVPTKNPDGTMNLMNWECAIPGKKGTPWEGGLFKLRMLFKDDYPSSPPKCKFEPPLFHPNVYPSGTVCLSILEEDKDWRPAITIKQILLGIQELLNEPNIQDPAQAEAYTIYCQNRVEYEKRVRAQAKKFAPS
Numbers without * were called inactive; nt = no result given.

compound,p-CIP stab down,PHOSPHO1 block,MEKK3 PB1 HTS,IDE act,VIM-2 inhibitor,FID counter,IMP-1 inh,HCV NS3 hel inh,UBC9 SUMO inh
CC1(C)CN2C(=S)N(c3ccccc3)C(c3ccccc3)N2C1 (stereo not given),-4,8,109,5,-2.4,-12,-1.5,-12,15
CCc1cc(=O)oc2cc(OS(C)(=O)=O)ccc12,nt,nt,109,0,0.2,3,-2.8,2,nt
COc1ccc2cc(C(=O)Nc3ccc(F)cc3)sc(=O)c2c1OC,1,8,107,0,-2.7,-4,-2.8,-3,-10
CCN(CC)C(=O)Cn1cc(C(=O)C(=O)Nc2ccc3c(c2)OCCO3)c2ccccc21,3,58,102,-1,-0.9,-30,0.2,-7,0
Cc1cc(NC(=O)CSc2nc3ccsc3c(=O)n2CCCCC(=O)O)no1,-7,44,104,7,-2.3,-10,-2.7,-5,29
CCOC(=O)n1c(=O)[nH]c2ccc(Br)cc21,5,24,117,1,1.2,-4,-2.0,-2,-5
CCOC(=O)c1ccc(-c2cc(C)no2)[nH]1,5,12,101,1,-1.4,-1,-2.8,6,7
CC1Oc2ccccc2OC1C(=O)Nc1ccccn1 (stereo not given),-4,15,100,-2,-2.1,-3,-2.4,0,6
COc1cccc(C(=O)N/N=C(\C)c2ccc(NC(=O)Cc3ccccc3)cc2)c1OC,3,38,102,3,-4.2,-38,-2.7,3,14
COc1ccc(C(=O)NCCSCc2ccccc2)cc1OC,-4,-10,96,-2,0.2,-14,-0.8,-9,2
CCCc1ccc(OCc2ccc(C(=O)N/N=C/c3cccnc3)o2)cc1,-20,22,103,-2,-3.1,-39,-0.2,0,9
COc1ccccc1-c1noc(CCC(=O)Nc2cc(C(F)(F)F)ccc2Cl)n1,-1,6,92,-4,-1.6,-13,-2.5,-9,-5
CC(CNC(=O)CCS(=O)(=O)c1ccc2c(c1)NC(=O)CO2)c1ccccc1 (stereo not given),-10,21,101,-5,-2.1,-14,-1.7,-3,18
O=C(NC1CCCCC1)C1CCN(S(=O)(=O)c2cccs2)CC1,-2,-2,98,-3,2.7,-2,4.8*,-1,16
Cc1ccn2c(NC(=O)C(C)(C)Oc3ccc(Cl)cc3)c(-c3cccs3)nc2c1,-8,-12,98,-1,-2.3,-15,-5.1,-19,-14
Cc1nc([N+](=O)[O-])c(C(=O)OCc2cccc(Br)c2)n1C,-2,-10,95,5,-3.4,-4,-2.5,-23,-3
O=C(Cc1cccc2ccccc12)NCC1CCCO1 (stereo not given),1,18,90,2,-2.4,-14,2.3,4,10
COC(=O)c1ccsc1-n1cc(C#N)c(=O)n(C)c1=O,10,20,117,3,-1.2,0,-2.2,2,7
CCOC(=O)c1c(NC(=S)N2CCOCC2)sc(C)c1C,-1,11,105,-4,-1.4,-5,-3.4,-9,5
COc1ccc(Br)cc1[C@H]1[C@H]2C=CC[C@@H](C)[C@@H]2C(=O)N1Cc1ccccc1,-10,-8,102,5,nt,nt,nt,nt,-22
NC(=O)c1ccc(N=C2C(=O)Nc3ccc([N+](=O)[O-])cc32)cc1,6,41,97,2,-0.8,1,1.4,-19,63
COc1ccc(-c2coc3cc(O)cc(O)c3c2=O)cc1OC,-8,33,132*,3,-2.1,-5,-3.6,5,34
CCOC(=O)Cc1nn[nH]n1,-9,17,93,-1,-2.7,1,-0.6,-11,-9
COc1cccc2[nH]c3c(N4CCC(C)CC4)ncnc3c12,-4,5,90,-1,6.0,14,1.8,-8,-2
COc1ccc(-n2c(SCC(C)=O)nc3sc(C)c(C)c3c2=O)cc1,-10,14,107,0,-3.9,-19,-3.7,-4,13
COc1cccc(C2=NOC(C(=O)Nc3cc(OC)c(OC)c(OC)c3)C2)c1 (stereo not given),-14,6,107,1,-2.9,-23,-3.1,8,25
CCC1(CC)Nc2ccccc2C(=O)N1c1ccc(OC)cc1,-6,20,104,6,-0.3,-1,-1.7,-2,18
CCN(C(=O)COc1cc(=O)n(C)c2ccccc12)c1cccc(Cl)c1,-1,-18,101,0,-0.6,-29,-5.5,-6,-4
COc1ccc2[nH]cc(C=O)c2c1,2,-4,102,1,-1.0,0,0.7,-4,5
COCCCNC(=O)c1c[nH]c2ccc(S(=O)(=O)N(C)c3ccccc3C)cc2c1=O,-11,27,108,-4,-5.2,-6,-4.3,-2,1
N#Cc1c(C#N)c(-c2ccccc2)n(-c2ccc(C(=O)O)cc2)c1N,-6,9,105,4,-2.8,-9,-0.2,3,8
CC(=O)N1CCOc2cc(S(=O)(=O)N3CCN(c4ccccc4)CC3)c(Cl)cc21,-5,12,102,5,-1.1,-26,-1.1,-14,9
O=C(Nc1cccc(F)c1)C1CCN(C(=O)c2ccco2)CC1,-16,19,103,-3,-1.0,-5,-1.8,-5,7
Cc1cc(Cl)ccc1NC(=S)NCC(C)C,3,-5,138*,4,-2.4,-3,-5.4,9,-3
Cc1ccc(S(=O)(=O)/C(C#N)=C/c2c(N3CCOCC3)nc3c(C)cccn3c2=O)cc1,2,-1,94,nt,2.0,-29,-0.7,-17,9
Cc1cccc(NC(=O)/C(C#N)=C\c2cccnc2)c1,3,11,100,6,-1.5,3,-2.0,5,12
CCOc1ccc(/C=C/C(=O)NCCc2ccc(OC)c(OC)c2)cc1,-12,-8,147*,2,-2.5,-33,-3.3,-10,0
Cc1cc(=O)oc(C)c1C(=O)N1CCCc2ccccc21,-15,42,107,2,-1.3,-16,-3.8,20,12
COc1ccc(C(CNC(=O)c2ccccc2SC)N(C)C)cc1 (stereo not given),2,-4,103,6,-3.0,1,-3.6,-4,-4
COC(=O)c1c(NC(=O)c2ccc(C)o2)sc2c1CCCCC2,3,16,112,0,-0.8,-6,3.2,10,8
CC1CCC(NC(=O)c2cc3c(=O)n(C)c4ccccc4c3n2C)CC1 (stereo not given),-2,1,92,9,-2.2,-2,-1.3,-5,-16
COCCCNC(=O)CC(NS(=O)(=O)c1ccc(C)cc1)c1ccco1 (stereo not given),6,35,95,0,-1.7,-5,-2.8,4,-11
O=C(/C=C\Nc1ccc(Cl)cn1)c1ccc(Br)cc1,-10,42,92,4,-0.7,-4,0.7,8,0
CCOc1ccc(-n2c(C)nc3cc(C(=O)NCC4CCCO4)ccc32)cc1 (stereo not given),-7,19,105,2,-0.7,-41,-1.0,-2,8
COc1cccc(C(C(=O)NC(C)(C)C)N(CCc2ccccc2)C(=O)CCC(=O)Nc2cc(C)on2)c1OC (stereo not given),-7,36,101,2,-1.8,-53,-2.0,-13,-7
Cc1nc2ncnn2c(C)c1CCC(=O)NCc1ccc2c(c1)OCO2,-14,17,100,4,-0.5,3,-3.9,2,24
COc1ccccc1NC(=O)NCc1ccc2c(c1)OCO2,1,-10,99,nt,-2.2,3,-0.2,-2,-12
CC(NC(=O)CSc1ccccc1)c1ccccc1 (stereo not given),0,25,104,3,-1.5,-3,-0.6,-7,-6
COc1ccc(C(C)=O)cc1CSc1nnnn1-c1ccc(O)cc1,-4,20,108,2,-1.4,-10,-3.4,-18,5
Cc1ccnc(NS(=O)(=O)c2ccc(NC(=O)c3ccc(N4C(=O)CCC4=O)cc3)cc2)n1,-9,-10,100,4,-2.1,-2,-2.6,-16,0
Cc1ccc(S(=O)(=O)N(C)C)cc1NC(=O)c1cc(C(C)(C)C)nn1Cc1ccccc1,-14,25,98,8,-3.4,-29,-5.6,-10,-26
Cc1ccc(-n2cc(CN3CCN(Cc4nccn4C)CC3)c(-c3cccc(C)c3)n2)cc1,11,28,93,-2,-3.5,27,-3.1,-55,-18
Cc1cc(C)cc(NC(=S)NCc2ccc(F)cc2)c1,-17,-10,54,-2,-1.7,-5,-2.5,-6,-15
CCN(CC(=O)NC(=O)NCc1ccccc1)Cc1nc2ccccc2c(=O)[nH]1,-10,11,117,1,-4.8,-30,-1.9,-8,12
COc1ccccc1/C=C/C=N/n1c(-c2ccc(F)cc2)n[nH]c1=S,-10,15,96,nt,-2.0,-10,-4.3,-4,6
CCn1c(SCC(=O)NC(C)C)nnc1-c1cccs1,-17,19,105,6,-2.2,-2,-3.4,-2,5
NC(=O)C1(S(=O)(=O)c2ccccc2)CCCCC1,8,-8,105,2,-5.2,-3,-3.1,0,5
Cc1cc(OCc2cc(C(=O)N(C)CCOc3ccccc3)no2)cc(C)c1Cl,-4,29,100,3,-1.2,-37,0.0,-14,-24
CCOc1ccc(N2C(=O)C(Cl)=C(Nc3ccccc3O)C2=O)cc1,0,55,96,0,2.9,-7,-3.2,-30,-5
COc1ccc2nc(NC(=O)C3CCN(C(=O)c4ccc(F)cc4)CC3)sc2c1,-8,18,100,-1,-1.0,-34,-1.5,-8,-1

Carrying on.
compound,p-CIP stab down,PHOSPHO1 block,MEKK3 PB1 HTS,IDE act,VIM-2 inhibitor,FID counter,IMP-1 inh,HCV NS3 hel inh,UBC9 SUMO inh
CC(C)CSc1nc(N2CCOCC2)c2c(c1C#N)CC(C)(C)SC2,9,-10,101,3,-3.6,-19,-3.0,4,-2
COc1cc(NC(=S)N(C)C)c(OC)cc1Cl,4,7,97,nt,-1.8,1,-1.6,1,-3
CCc1ccc(N2CC(C(=O)NC3CCCCC3C)CC2=O)cc1 (stereo not given),-14,28,97,6,-3.9,-33,-1.0,5,11
O=C(c1cncc(Br)c1)N1CCN(S(=O)(=O)c2ccccc2C(F)(F)F)CC1,1,-5,99,5,1.1,-28,-2.2,-6,-18
CCc1ccc2nc3n[nH]c(N)c3cc2c1,-4,24,103,4,-2.2,4,-1.6,4,-2
CC1(C)CC(=O)c2c(oc3ccc(NS(=O)(=O)c4cccc5cccnc45)cc23)C1,-15,40,100,-3,-3.8,-22,-3.3,-12,0
N#Cc1c(N)oc(-c2ccco2)c1-c1ccco1,-10,26,100,0,-1.1,6,-2.9,12,35
COc1ccccc1OCc1ccc(C(=O)NCc2cccnc2)o1,4,16,105,-2,-1.4,-6,0.8,-2,24
O=C(CCC(=O)N1CCN(c2ccccn2)CC1)Nc1nnc(C2CCCCC2)s1,-6,11,99,6,-2.4,-8,-3.8,-4,9

Compound activity from PubChem BioAssay.

The list is partial (hit frequency here may not be typical).
